Bioassay records: PubChem, several laboratories
Autophagy mod – modulators of autophagy. MEF GFP-LC3 puncta imaging; test concentration mostly 10 µM. calls only at 10 µM (by protocol). actives 0.98% (n = 190,000). AID 463193;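 active = percentage of spot-positive cells more than 3 SD above its plate mean, without a fluorescence outlier flag or 80% toxicity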;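 note: spot-positive cell cutoff set from DMSO-treated cells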
MT stabilize HCS – microtubule stabilization, imaging screen | HeLa tubulin immunostaining HCS, 24 h; share of cells brighter than vehicle mean+2SD | AID 2205 | % tubulin-high responders, % at 10 µM | actives 0.83% (n = 200,000);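 active = plate Z-score above 3 for both tubulin-high and condensed-nucleus cell shares, with cell loss under 80%, at 10 µM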;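 note: anti alpha tubulin signal scored within the nucleus-defined area of each cell; some results filed as inactive read as strong as hits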
M17LAP inhibition – P. falciparum M17LAP inhibitors, primary screen, biochemical, fluorogenic H-Leu-NHMec substrate, 1536-well (AID 1619); recombinant M17LAP, H-Leu-NHMec fluorogenic kinetic assay; higher % means a stronger effect; inhibition, % at 30 µM, or IC50 in µM where a hit was titrated; actives 0.38% (n = 220,000);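 active = compound inhibiting the enzyme by more than half at any dose during confirmatory dose-response retesting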;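 note: plate controls were full reaction with DMSO carrier for no effect and no enzyme background for full effect; strong numbers were not always called active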
bCat nuc transl – beta-catenin nuclear translocation modulation. actives 0.3% (n = 190,000). HeLa beta-catenin nuclear translocation, immunofluorescence imaging. nuclear translocation activity, % at 5 µM. AID 1665;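 active = nuclear translocation activity above 50% at 5 µM, with a well cell count of 50 or more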;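 note: per-cell ratio of nuclear to cytoplasmic median beta-catenin stain intensity; plate controls were DMSO negative control for no effect and GSK-3 inhibitor IX positive control for full effect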
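Read-out: Nuclear/cytoplasmic beta-catenin signal ratio, % activation | Assay system: Human HeLa cell line | Times: 24 h compound exposure at 37°C, 5% CO2 | Signal: Fluorescence imaging of beta-catenin antibody stain plus DAPI | Dosing: 5 µM primary, 0.02–20 µM confirmation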
Dynein cargo inh – blocks dynein driven cargo transport along microtubules | 3617.4 mouse cells, GR-EGFP nuclear translocation imaging; test concentration mostly 20 µM; stimulated with dexamethasone, 1 µM; hits give low values | z-score, hits read low | actives 0.47% (n = 220,000);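 active = plate z-score of nuclear minus cytoplasmic receptor signal below a set negative limit, without overly bright fluorescence or cell loss, cut at about -3.5 in these data, passing the limit was not always enough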;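 note: z-score of nuclear minus cytoplasmic ring GR-EGFP intensity difference per well; some compounds called inactive have numbers as strong as hits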
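Buffer or medium: tet-free, stripped-serum medium; reagent: dexamethasone at 1.0 µM final, 30 min; incubation: 48 h induction, 1 h compound, 30 min dex at 37 °C; measured by: formaldehyde fixation, Hoechst nuclear stain, 10x automated fluorescence imaging; read-out: nuclear-to-cytoplasmic GR-EGFP distribution per well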
Yfh1-off respiration – mitochondrial function rescue without frataxin homolog – Friedreich's ataxia, plus single-dose screen, dose response (AID 1465). S. cerevisiae Yfh1-off respiration, WST-1 reduction, 72 h; higher fold induction means a stronger effect. fold induction at 50 µM; hits with a dose series show EC50 in µM. actives 0.074% (n = 220,000);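 active = fold induction of absorbance versus untreated yeast above a set limit, then at least 30% activation at any dose in follow-up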;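 note: activators that raise dye reduction in frataxin-depleted yeast; strong numbers were not always called active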
WT yeast gro inh – growth inhibition of WT yeast, mitochondrial fusion screen; mitochondrial fusion phenotypic screen, WT strain; actives 2.1% (n = 190,000); inhibition, % at 10 µM; AID 1362; in the data active = inhibition above about 58%; tested in S. cerevisiae
M1AAP inhibition – malaria alanyl aminopeptidase activity blockers – biochemical, fluorogenic H-Leu-NHMec substrate, 1536-well (AID 1445); recombinant M1AAP, H-Leu-NHMec fluorogenic kinetic assay; higher % means a stronger effect; inhibition, % at 30 µM, or IC50 in µM where a hit was titrated; actives 0.42% (n = 220,000);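 active = primary inhibition above the hit cutoff, then over 50% inhibition at one or more dose response concentrations, cut at about 23% in these data, passing the limit was not always enough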;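 note: plate controls were DMSO full reaction for no effect and no enzyme background for full effect; strong numbers were not always called active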
T cell modulator – T cell immune modulation candidate | 2C CD8+ T cell-vesicle binding, flow cytometry; hits give low values | calls only at 7 µM | actives 0.068% (n = 330,000);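 active = response, share of CD8 T cells binding vesicles, and their 90th percentile fluorescence all below set limits, cut at about 80% in these data, passing the limit was not always enough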
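Material: murine 2C transgenic CD8+ T lymphocytes / Also added: QL9-peptide-loaded Drosophila micro-vesicles bearing Ld, ICAM-1 and B7-1 / Schedule: binding step 1.5 h, 37 °C, antibody labelling 20 min, ice / Signal: flow cytometry, PE anti-B7-1 (FL2) versus Alexa647 anti-CD8 (FL8), PFA-fixed / Evaluation: percent CD8+ FL2 mean versus row control / Benchmarks: naked versus QL9-loaded vesicles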
WT yeast gro inh mutant strain – further read-out of WT yeast gro inh, marked with its call; inhibition, %; mitochondrial fusion phenotypic screen, mutant strain inhibition
Dynein cargo inh cytoplasmic EGFP – second read-out of Dynein cargo inh, no call of its own (marks repeat the call); z-score; measured here: cytoplasmic GR-EGFP intensity; hits give high values
Dynein cargo inh nuclear GR-EGFP – second read-out of Dynein cargo inh, no call of its own (marks repeat the call); z-score; measured here: nuclear GR-EGFP intensity;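 lower value marks the stronger effect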
Dynein cargo inh cell count – also measured in Dynein cargo inh; calls as there; z-score; measured here: cell count per field
bCat nuc transl cell count 5 µM – also measured in bCat nuc transl; calls as there; cell count; measured here: cell count, cytotoxicity flag
T cell modulator vesicle-bound % – further read-out of T cell modulator, marked with its call; double positive events, %; measured here: CD8+ vesicle-bound cell fraction;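 binding gate set so that unloaded-vesicle control wells show 10% double positive cells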
MT stabilize HCS Hoechst-high % – recorded beside MT stabilize HCS, whose call it bears; % Hoechst-high responders; measured here: nuclear condensation Hoechst responders;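 share of cells brighter than vehicle mean plus two SD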
MT stabilize HCS cytotoxicity % – further read-out of MT stabilize HCS, marked with its call; toxicity, %; measured here: cytotoxicity by cell density;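 0% = mean cell density of plate MIN control wells and 100% = no cells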
Autophagy mod cell loss 18 h – further read-out of Autophagy mod, marked with its call; toxicity, %; measured here: cell loss, nuclei count;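 cell loss after 18 h compound exposure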
* = called active by the depositor; i = inactive; · = no result given; + = active, no number.

compound,MT stabilize HCS cytotoxicity %,M1AAP inhibition,bCat nuc transl cell count 5 µM,T cell modulator vesicle-bound %,Dynein cargo inh nuclear GR-EGFP,Autophagy mod,WT yeast gro inh,Dynein cargo inh,T cell modulator,M17LAP inhibition,WT yeast gro inh mutant strain,MT stabilize HCS Hoechst-high %,Dynein cargo inh cell count,Autophagy mod cell loss 18 h,Yfh1-off respiration,Dynein cargo inh cytoplasmic EGFP,MT stabilize HCS,bCat nuc transl
Cc1cccc(NC(=O)NC2CC(=O)N(c3ccc4c(c3)OCCO4)C2)n1 (stereo unspecified),4.2,0.7%,·,23.6,-0.0413,i,-5.4,-0.232,i,20.0%,6.8,2.1,0.302,-14.3,i,0.0135,1.5,·
Cc1cccc(OCCCn2c(CO)nc3ccccc32)c1,·,1.2%,1282,8.3,0.205,·,·,-0.418,i,0.4%,·,·,1.47,·,i,-0.226,·,1.0
COCCn1c(Sc2ccccc2)nc2c1c(=O)[nH]c(=O)n2C,0.6,0.6%,867,37.5,2.04,i,4.0,2.66,i,2.1%,21.6,3.4,-1.05,5.9,i,0.0846,7.5,0.6
CCCc1nc2c(=O)n(C)c(=O)[nH]c2n1CCC,14.2,-3.2%,1116,50.0,0.482,i,2.2,1.18,i,-1.1%,-26.1,1.8,-0.481,-6.2,i,0.19,4.4,-12.2
O=C1CCN(C(=O)/C=C/c2ccccc2)c2ccccc21,9.3,-1.5%,969,46.7,0.293,i,6.3,-0.382,i,5.1%,-2.8,1.7,-0.594,16.3,i,-0.282,1.4,0.3
COc1ccccc1NC(=S)NCc1ccc2c(c1)OCO2,7.3,1.1%,1073,34.5,0.0233,i,-1.4,-0.214,i,-9.5%,-8.6,2.7,0.323,9.8,i,-0.244,2.7,-1.3
COCc1nnc(NC(=O)c2ccc(S(=O)(=O)N(C)c3ccccc3)cc2)o1,1.5,-3.6%,1156,33.0,0.0166,·,-7.5,-0.495,i,8.1%,-1.2,2.6,-0.00204,·,i,-0.215,4.1,-0.4
Nc1nc2n(n1)C(c1ccco1)CC(c1ccc(Cl)cc1Cl)N2 (stereo unspecified),0.3,-0.2%,524,22.1,0.181,i,-5.6,-0.647,i,16.1%,-11.2,1.9,0.784,-8.1,i,-0.282,3.9,-1.6
COc1ccc(S(=O)(=O)N2CCN(C(=O)c3cccc(Cl)c3)CC2)cc1,4.7,16.0%,1152,30.7,0.199,i,0.8,-0.236,i,-4.2%,0.3,2.4,0.732,6.4,i,-0.245,4.4,0.0
CC1CCN(CCCCOc2ccc([N+](=O)[O-])cc2)CC1,1.3,-2.7%,1410,53.5,-0.363,i,14.5,-0.455,i,16.2%,-7.2,1.6,0.712,-3.7,·,-0.19,2.1,0.7
C/C(CCc1ccccc1)=N\NC(=O)CC(=O)NCCc1ccccc1,8.4,8.4%,568,38.1,1.31,i,-1.7,0.205,i,12.7%,-16.5,3.2,-0.915,3.3,i,-0.0773,4.1,-0.6
O=C(NCc1cn(-c2ccccc2)nc1-c1ccccc1)c1cccc([N+](=O)[O-])c1,13.2,3.2%,974,44.3,0.211,i,20.0,1.07,i,11.1%,-14.1,1.9,0.323,-7.2,i,-0.279,6.2,-0.1
O=[N+]([O-])c1cc(S(=O)(=O)NCCN2CCOCC2)ccc1Sc1nnnn1-c1ccccc1,6.0,0.7%,992,54.1,-2.1,i,6.8,-3.38,i,7.3%,-19.8,5.2,1.14,-2.9,i,0.533,3.9,1.2
Cc1cc2c(sc3c(C)ccc(C)c32)c(C)n1,·,3.9%,974,54.0,-0.0225,·,·,0.14,i,3.8%,·,·,0.0572,·,i,-0.261,·,1.4
CCOC(=O)c1c(C)nc(SCC(N)=O)c(C#N)c1-c1ccccc1,14.2,3.1%,·,26.8,0.558,i,-2.9,1.66,i,10.1%,-16.4,3.9,-1.32,-8.7,i,-0.197,6.2,·
O=C(Cn1ccccc1=O)c1ccc(Cl)cc1,1.7,-3.6%,1520,21.3,-0.713,i,-15.9,-0.653,i,-9.0%,2.4,2.7,0.162,3.9,i,-0.181,3.6,0.5
COc1ccc(Cl)cc1C(=O)Nc1nc2ccc(S(C)(=O)=O)cc2s1,4.0,-3.5%,1131,56.4,1.83,i,5.7,2.4,i,-22.3%,-14.3,2.6,-2.38,21.4,i,-0.0453,4.2,-0.7
CCCNC(=O)c1ccccc1NC(=O)c1ccccc1N(C)S(=O)(=O)c1ccccc1,2.4,5.9%,1114,36.5,-0.115,i,-15.5,-0.385,i,-5.6%,-1.4,1.2,-0.391,7.7,i,-0.152,6.0,0.2
CCCn1c(CN2CCN(c3cccc(Cl)c3)CC2)nc2c1c(=O)n(C)c(=O)n2C,8.1,1.2%,1179,6.8,-0.324,i,25.8,-0.802,i,-6.1%,11.1,3.0,0.309,3.9,i,-0.197,3.5,-6.5
CCc1cc2c(=O)c(-c3cnn(-c4ccccc4)c3)c(C)oc2cc1OCC(=O)Nc1cccc(C)c1,0.2,8.0%,876,7.5,1.82,i,6.6,1.78,i,-16.9%,-16.6,1.8,-2.57,3.3,i,-0.104,2.3,1.2
CCCNC(=O)c1nc(C)n(-c2cc(Cl)cc(Cl)c2)n1,7.5,1.0%,836,18.1,0.415,i,-19.1,-0.0918,i,1.7%,5.2,3.4,-0.148,-6.3,i,-0.317,4.6,1.2
CC1CCCN(C(=O)CSc2nc3ncccc3[nH]2)C1 (stereo unspecified),2.7,2.6%,1008,50.0,0.352,+,10.2,0.0544,i,8.5%,-1.3,1.1,0.099,15.4*,i,-0.322,3.9,-0.6
O=C(CSc1ccccc1)N/N=C/c1ccccc1O,8.2,-0.4%,1529,32.9,-0.65,i,7.2,-0.996,i,4.7%,13.0,2.2,1.21,0.6,i,-0.311,3.2,0.6
Cn1nc(-c2ccc(Cl)cc2)cc1NC(=O)CC(C)(C)CC(=O)O,·,1.5%,1214,20.8,0.028,·,·,0.254,i,7.0%,·,·,0.282,·,i,-0.257,·,-2.5
Cn1c(SCC(=O)Nc2ccc3nc(SCC(=O)NC4CC4)sc3c2)nnc1-c1ccccc1,8.4,3.0%,1166,28.5,0.323,i,-9.1,0.419,i,-6.2%,2.8,3.4,0.296,10.9,i,-0.201,4.4,-0.5
CCNC(=S)NNC(=O)Nc1ccccc1,1.2,0.9%,1230,10.1,-0.0815,i,-16.8,-0.744,i,-2.3%,23.9,1.3,0.707,-4.0,i,-0.0151,2.0,-5.2
O=C(NC(C(=O)c1ccccc1)n1ccc(=O)[nH]c1=O)c1ccccc1 (stereo unspecified),29.5,8.1%,·,32.5,0.0395,i,-17.3,-0.0311,i,-0.6%,-9.2,0.8,0.789,1.5,i,-0.305,2.1,·
CO/N=C/c1ccc(N2CCN(C(=O)c3ccc(Cl)cc3Cl)CC2)c([N+](=O)[O-])c1,11.2,0.2%,1340,46.8,-0.578,i,7.6,-1.28,i,-0.2%,-4.5,1.4,0.74,13.4,i,-0.23,1.2,3.7

Only Autophagy mod cell loss 18 h and Autophagy mod (2 entries from above):
| smiles | Autophagy mod cell loss 18 h | Autophagy mod |
| --- | --- | --- |
| O=C1CCN(C(=O)/C=C/c2ccccc2)c2ccccc21 | 16.3 | i |
| CCNC(=S)NNC(=O)Nc1ccccc1 | -4.0 | i |
